# IL1B NFkB inh: blocks IL-1B driven NFkB nuclear translocation in HUVEC cells; HUVEC IL-1B NFkB p65 nuclear translocation imaging; inhibition, % at 2 µM; hit rate 0.43% among 94,000;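 active means inhibition above about 30% together with a positive call from visual inspection of the well image, limit read from the data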;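 further: nuclear over cytoplasmic p65 intensity ratio measured by imaging; 0% = IL-1B stimulated DMSO wells and 100% = unstimulated DMSO wells; values of inactives mirror those of a sister screen read the other way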
# PLAP inhibitors HTS: PLAP enzyme inhibitors, biochemical, luminescence, HTS (AID 690). purified PLAP, luminescent substrate; higher % means a stronger effect. one-dose inhibition, % at 20 µM; IC50 in µM for titrated hits. hit rate 0.08% among 96,000; in the data active means a potency from the dose series; inactive means the rest, 99 in 100 with inhibition below about 30%; further: strong numbers were not always called active
# MRP reversal: reverses drug resistance mediated by MRP; differential viability (reversal), % at 10 µM; hit rate 0.04% among 85,000; AID 602; H69AR cells + 2 uM doxorubicin, CellTiter-Glo, 72 h;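 active means viability drop by adding the cancer drug above about 55%, with treated viability meeting a 40% cutoff, limit read from the data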;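 further: viability without doxorubicin minus viability with 2 µM doxorubicin for each compound; larger differential means the compound sensitizes cells more to doxorubicin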
# IL1B NFkB pot: enhances IL-1B driven NFkB nuclear translocation; HUVEC IL-1B NFkB p65 nuclear translocation imaging; activation, % at 2 µM; hit rate 0.3% among 94,000;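 active means activation above 40%, about the mean plus 3 SD, also judged a hit on visual image review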;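 further: percent activation is computed from the nuclear over cytoplasmic p65 intensity ratio; values of inactives mirror those of a sister screen read the other way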
# Bcl-B displacement: displacers of TR3 peptide from Bcl-B, primary screen, selectivity assay for Bfl-1 inhibitor project, biochemical, fluorescence polarization | FP displacement of FITC-TR3 peptide from Bcl-B; higher % means a stronger effect | one-dose displacement, % at 20 µM; IC50 in µM for titrated hits | hit rate 0.11% among 96,000 | AID 748;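 active means displacement above 50% at 20 µM plus a fluorescence interference ratio under 1.5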;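 further: plate controls were wells without compound for no effect and wells lacking Bcl-B protein for full effect; a part of the inactive calls stands beside numbers as strong as those of hits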
# MRP reversal cytotoxicity: also measured in MRP reversal; calls as there; viability, %; H69AR cells, CellTiter-Glo, 72 h; measured here: cytotoxicity without doxorubicin
# MRP reversal with doxorubicin: further read-out of MRP reversal, marked with its call; viability, %; measured here: viability with 2 uM doxorubicin; hits give low values
# IL1B NFkB inh cell count 2 µM: further read-out of IL1B NFkB inh, marked with its call; cell count; measured here: cells passing quality filter;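 raw number of nuclei counted in each imaged well without normalization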
# IL1B NFkB pot cell count 2 µM: recorded beside IL1B NFkB pot, whose call it bears; cell count; measured here: cells passing quality filter
# * marks the source's active call; other numbers are inactive results; nt = no result given. Some of the compounds tested; rates above refer to the full screens.
# Start of the listing, in advance:
# Every second line gives: IL1B NFkB inh	IL1B NFkB inh cell count 2 µM	PLAP inhibitors HTS	MRP reversal	MRP reversal cytotoxicity	MRP reversal with doxorubicin	IL1B NFkB pot	IL1B NFkB pot cell count 2 µM	Bcl-B displacement
CN(C)C(=O)CNC(=O)C1CCCCC1
 : -5	172	20%	11	95	84	5	172	-6%
O=C(Nc1ccccc1C(=O)N1CCCC1)c1ccccc1
 : 1	110	nt	3	101	98	-1	110	nt

# The whole of this part, from the start:
# Every second line gives: IL1B NFkB inh	IL1B NFkB inh cell count 2 µM	PLAP inhibitors HTS	MRP reversal	MRP reversal cytotoxicity	MRP reversal with doxorubicin	IL1B NFkB pot	IL1B NFkB pot cell count 2 µM	Bcl-B displacement
CN(C)C(=O)CNC(=O)C1CCCCC1
 : -5	172	20%	11	95	84	5	172	-6%
O=C(Nc1ccccc1C(=O)N1CCCC1)c1ccccc1
 : 1	110	nt	3	101	98	-1	110	nt
O=C(CCSc1nc(-c2ccco2)cc(C(F)(F)F)n1)N1CCN(c2ccccn2)CC1
 : -28	151	-47%	-6	97	102	28	151	-29%
CC(C)(C)NC(=O)CN(Cc1cccs1)C(=O)CCC(=O)Nc1nccs1
 : 0	145	4%	nt	nt	nt	1	145	-7%
Cc1cc(N2CCN(C(=O)c3ccco3)CC2)n2nc(C)c(-c3ccccc3)c2n1
 : -8	125	-88%	7	18	10	9	125	5%
O=C(NCc1cccs1)c1nc2c(nnn2Cc2ccccc2Cl)c(=O)[nH]1
 : -16	131	nt	-24	45	69	16	131	nt
C#CCN(N(C)c1ncc(C(F)(F)F)cc1Cl)S(=O)(=O)c1ccc2ccccc2c1
 : -7	80	32%	14	84	70	7	80	-1%
Cc1ccccc1Cn1c(=N)n(CC(O)c2ccco2)c2ccccc21 (stereo not drawn)
 : 17	200	-3%	-19	41	60	-17	200	-1%
CC(C)(C)C1(c2ccccc2)NC(=O)N(CC(=O)N2CCOCC2)C1=O (stereo not drawn)
 : -11	138	-6%	-14	102	116	11	138	-1%
COCCNS(=O)(=O)c1ccccc1
 : -9	189	7%	5	97	91	9	189	9%
COc1cc2nc(-c3ccccc3)nc(N3CCCC3)c2cc1OC
 : 10	79	-47%	-3	96	99	-10	79	6%
O=C(O)c1c2c(nc3ccc(F)cc13)CCC2
 : -3	89	nt	1	93	91	3	89	nt
Cc1cccc(C(=O)NNC(=O)C(=O)NC(C)(C)C)c1
 : -12	131	-50%	nt	nt	nt	12	131	-1%
CC1(C)CC(=O)C=C(NCc2ccc(Cl)c(Cl)c2)C1
 : 0	114	-21%	nt	nt	nt	0	114	30%
Cc1cc(C)nc(/N=C(\N)C2=C(O)CC(C)(C)CC2=O)n1
 : -2	198	-49%	9	90	80	2	198	-12%
O=C(O)c1ccc2c(c1)C(=O)N(C(Cc1ccc(O)cc1)C(=O)O)C2=O (stereo not drawn)
 : 0	79	16%	-7	89	97	0	79	-1%
CCOc1ccccc1NC(=O)CN(C)S(=O)(=O)c1ccc(OC)c(C)c1
 : 3	154	-50%	23	98	75	-3	154	-7%
Nc1c(C(=O)c2ccccc2)sc2snc(SCC(=O)c3ccccc3)c12
 : -24	115	5%	nt	nt	nt	24	115	-28%
O=C(C1CC(c2ccc(F)cc2)=NO1)N1CCN(c2ccccc2)CC1 (stereo not drawn)
 : -12	194	20%	5	98	93	12	194	-1%
Cc1cc(C)c(C#N)c(SCc2ccc3c(c2)OCO3)n1
 : -5	134	15%	5	98	93	5	134	-14%
O=C(C1CC1)n1cc(C(=S)N2CCOCC2)c2ccccc21
 : 4	149	-8%	4	99	95	-4	149	4%
CSCCC(C(=O)OCC(=O)c1ccc(C)c(C)c1)N1C(=O)c2cc(Cl)c(Cl)cc2C1=O (stereo not drawn)
 : -15	165	-3%	nt	nt	nt	15	165	4%
CCOc1ccc2nc(N3CCC(C(=O)N4CCN(c5ccccn5)CC4)CC3)sc2c1
 : nt	nt	-42%	11	43	33	nt	nt	3%
CCOC(=O)c1c(-c2ccco2)csc1N
 : -2	109	-31%	-5	95	100	2	109	-32%
Cc1ccc(OCCn2c(NC(=O)c3ccco3)nc3ccccc32)cc1
 : -9	71	3%	-23	26	50	9	71	-3%
CCOc1cc(C)c(Cl)cc1S(=O)(=O)N(C)C
 : 1	113	2%	8	110	101	-1	113	-7%
CCCOc1ccc(C(O)(CCC)CCN2CCCCC2)cc1 (stereo not drawn)
 : 11	91	nt	41	93	52	-11	91	nt
Cc1ccc(CN2CCN(CC(=O)NC(C)c3ccc4c(c3)OCCO4)C2=O)cc1 (stereo not drawn)
 : -2	53	-21%	15	102	87	2	53	5%
Cc1nn(C)cc1CNC(=O)c1cnn2c1NC(c1ccc(Br)cc1)CC2C(F)(F)F (stereo not drawn)
 : nt	nt	-55%	3	112	110	nt	nt	-1%
Cc1ccc2c(C)nc(Nc3nc(CSc4nnnn4-c4ccccc4)cc(=O)[nH]3)nc2c1
 : nt	nt	-116%	-29	35	64	nt	nt	-1%

# One compound at a time, from the list above.
# Nc1c(C(=O)c2ccccc2)sc2snc(SCC(=O)c3ccccc3)c12 is listed with IL1B NFkB inh = -24; IL1B NFkB inh cell count 2 µM = 115; PLAP inhibitors HTS = 5%; MRP reversal = nt; MRP reversal cytotoxicity = nt; MRP reversal with doxorubicin = nt; IL1B NFkB pot = 24; IL1B NFkB pot cell count 2 µM = 115; Bcl-B displacement = -28%
# C#CCN(N(C)c1ncc(C(F)(F)F)cc1Cl)S(=O)(=O)c1ccc2ccccc2c1 is listed with IL1B NFkB inh = -7; IL1B NFkB inh cell count 2 µM = 80; PLAP inhibitors HTS = 32%; MRP reversal = 14; MRP reversal cytotoxicity = 84; MRP reversal with doxorubicin = 70; IL1B NFkB pot = 7; IL1B NFkB pot cell count 2 µM = 80; Bcl-B displacement = -1%

# More structures follow:
# Every second line gives: IL1B NFkB inh	IL1B NFkB inh cell count 2 µM	PLAP inhibitors HTS	MRP reversal	MRP reversal cytotoxicity	MRP reversal with doxorubicin	IL1B NFkB pot	IL1B NFkB pot cell count 2 µM	Bcl-B displacement
N#CC(C(=O)Nc1ccc(Cl)c(Cl)c1)=C1Nc2ccccc2N1
 : 0	171	6%	5	51	47	0	171	-7%
c1ccc2c(N3CCOCC3)nc(-c3ccncc3)nc2c1
 : 13	112	nt	-33	40	73	-13	112	nt
Cc1nnc(NC(=O)CSc2nnc(C)n2Cc2ccccc2)s1
 : -28	136	nt	11	97	87	28	136	nt
Cc1cc(/C=N/n2cnnc2)c(C)n1-c1ccc(OCc2ccccc2F)cc1
 : -10	177	-6%	6	48	41	9	177	-16%
CC(C)C1Oc2ccccc2N(CC(=O)N(Cc2ccccn2)CC2CCCO2)C1=O (stereo not drawn)
 : nt	nt	-56%	8	71	63	nt	nt	1%
Nc1c(Cl)ncnc1N1CCOCC1
 : -8	144	-9%	nt	nt	nt	7	144	-3%
Cc1cccc(-n2c(N)cc(=O)nc2SC(C)C(=O)NC2CCCCC2)c1 (stereo not drawn)
 : 2	93	-54%	nt	nt	nt	-2	93	-8%
Cc1ccc(C)c(C(=O)CSc2n[nH]c(C)n2)c1
 : 18	128	-77%	8	101	92	-18	128	4%
CC(C)OCCCNS(=O)(=O)c1ccc2ccccc2c1
 : 0	118	11%	2	102	99	0	118	5%
Cc1ccc2nc(SCc3nnc(-c4ccccc4[N+](=O)[O-])o3)c(C#N)cc2c1
 : -4	133	-14%	nt	nt	nt	3	133	8%
Cn1c(C(=O)NC2CCCCC2)cc2sccc21
 : 6	105	2%	nt	nt	nt	-6	105	1%
Cc1cccc(NC(=O)c2ccc3ccccc3n2)n1
 : nt	nt	-34%	-4	85	88	nt	nt	4%
COCCCNC(=O)CC(NS(=O)(=O)c1ccc(OC)cc1)c1ccc(OC)cc1 (stereo not drawn)
 : -10	102	10%	-12	101	113	10	102	1%
CCOC(=O)CSc1nc2c(c(=O)[nH]c(=O)n2C)n1C/C=C(/C)Cl
 : -4	136	14%	11	95	83	4	136	12%
CCNc1nc(NCC)nc(OCCOC(=O)c2ccccc2)n1
 : nt	nt	15%	3	94	91	nt	nt	5%

# The list goes on:
Molecule	IL1B NFkB inh	IL1B NFkB inh cell count 2 µM	PLAP inhibitors HTS	MRP reversal	MRP reversal cytotoxicity	MRP reversal with doxorubicin	IL1B NFkB pot	IL1B NFkB pot cell count 2 µM	Bcl-B displacement
COc1ccc(OC)c(NC(=O)CSC2=C(C#N)C(c3ccco3)C3=C(CCCC3=O)N2)c1 (stereo not drawn)	nt	nt	-34%	5	63	58	nt	nt	-8%
CCc1cc2c(=O)c(-c3nc4ccccc4[nH]3)coc2cc1OC(=O)N1CCOCC1	13	109	-3%	nt	nt	nt	-13	109	-18%
COC(=O)c1cn(-c2ccc(Cl)cc2)c(=O)c2ccccc12	-3	93	5%	-9	68	77	3	93	-1%
O=C(NCc1ccco1)c1ccc(OCC2CCCO2)cc1 (stereo not drawn)	1	170	-28%	0	95	95	-1	170	-16%
Cn1c(CN2CCCCC2)nc2cc(NS(=O)(=O)c3ccc(Cl)cc3)ccc21	-1	147	-41%	2	87	85	1	147	-6%
CC(=O)Cc1nsc(NC(=O)c2cn(-c3ccccc3)nc2-c2ccc(Br)cc2)n1	-16	104	-56%	8	82	75	16	104	-1%
CCn1c(C(Cc2ccccc2)NC(=O)COC)nc2ccccc21 (stereo not drawn)	2	80	16%	4	87	83	-2	80	2%
CCOc1ccc(C2=Nc3ccccc3C(c3ccc(N4CCOCC4)cc3)=NN2)cc1	-2	159	-39%	nt	nt	nt	3	159	-7%
CC(C)(C)OC(=O)N1CCOCCOCCNCCOCCOCC1	3	116	nt	-12	91	103	-3	116	nt
CCOC(=O)C(CCC#N)(CCC#N)C(=O)OCC	3	131	8%	8	95	87	-3	131	-2%
Cc1ccc(S(=O)(=O)NC(=O)N2CCC(C)CC2)cc1	-4	132	6%	10	102	92	5	132	-8%
Cn1c(SCC(=O)NC2CC2)nnc1-c1ccco1	nt	nt	6%	-5	101	106	nt	nt	11%
Cc1noc(C)c1S(=O)(=O)N1CCCC(C(=O)NCCc2ccccc2)C1 (stereo not drawn)	5	193	-4%	9	87	77	-5	193	-2%
CCCCOC(=O)CCc1c(C)[nH]c(=S)[nH]c1=O	-13	155	6%	16	97	81	13	155	-8%
O=C(CSc1ccc(Cl)cc1)Nn1cnnc1	-5	87	6%	4	84	80	5	87	1%
COc1ccc(Oc2nc(C)cc(C)c2S(=O)(=O)c2ccc(C)cc2)cc1	2	63	-9%	nt	nt	nt	-2	63	1%
Cc1ccc(S(=O)(=O)N2CCN(C)CC2)c(C)c1	0	162	21%	-2	103	106	0	162	1%
Cc1ccc(NC(=O)C(C)c2ccc(-c3ccccc3)c(F)c2)cc1 (stereo not drawn)	10	145	9%	nt	nt	nt	-10	145	4%
O=S(=O)(c1ccc(Oc2ccc3oc4ccccc4c3c2)nc1)N1CCCC1	nt	nt	-2%	13	78	65	nt	nt	3%
Cc1cc2nc(N)sc2cc1C	-12	157	-20%	7	104	97	12	157	-1%
Cc1cc2c(c(=O)o1)C(C(C)C)C(C#N)=C(N)O2 (stereo not drawn)	0	136	11%	16	106	90	0	136	3%
Cc1nc(SCC(=O)N2CCc3ccccc3C2)c2c(C)c(C)sc2n1	9	154	-37%	nt	nt	nt	-9	154	-12%
Cc1nnc(NC(=O)CCC(=O)NCc2ccco2)s1	-8	121	5%	2	84	82	8	121	0%
CCC(C(=O)Nc1nccs1)(C(F)(F)F)C(F)(F)F	nt	nt	11%	5	100	95	nt	nt	3%
Cc1nc(C)n(CC(O)COc2ccc3cc(Br)ccc3c2)n1 (stereo not drawn)	-3	179	-38%	3	85	82	3	179	-5%
